Source: PubChem BioAssay (several laboratories)
CRFBP-R2 agonist = CRF-BP/CRF-R2 complex agonism. HEK293 CRF-R2/CRF-BP, calcium dye fluorescence (FLIPR); percent of saturating CRF peptide response. activation, % at 13.2 µM. 350,000 tested, 0.46% active. AID 588473;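 active = activation of at least 50%, plus an integration ratio under a set limit after plate pattern correction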;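 also: plate controls were neutral control wells without compound for no effect and CRF at EC100 for full effect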
M5 ag = CHRM5 agonism in calcium assay; P08912; CHO-K1 hM5 cells, Fluo-8 calcium fluorescence; 0% DMSO wells, 100% maximal acetylcholine response; activation, % at 3 µM; 360,000 tested, 0.19% active; AID 624037;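 active = activation above the run's mean over test compounds plus 3 SD, cut at about 23% in these data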;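 also: signal is peak over basal fluorescence ratio across the kinetic read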
CHRM4 antagonist = antagonists of human muscarinic M4 receptor (CHRM4); 360,000 tested, 0.73% active; AID 624125; CHO-hM4 cells, ACh EC80, Fluo-8 calcium fluorescence; P08173; inhibition, % at 3 µM;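 active = inhibition above its plate's cutoff, the mean inhibition of sample wells plus 3 SD, cut at about 27% in these data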;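 also: 0% = acetylcholine EC80 with DMSO and 100% = DMSO without agonist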
Target sequence (P08173 whole entry, looked up): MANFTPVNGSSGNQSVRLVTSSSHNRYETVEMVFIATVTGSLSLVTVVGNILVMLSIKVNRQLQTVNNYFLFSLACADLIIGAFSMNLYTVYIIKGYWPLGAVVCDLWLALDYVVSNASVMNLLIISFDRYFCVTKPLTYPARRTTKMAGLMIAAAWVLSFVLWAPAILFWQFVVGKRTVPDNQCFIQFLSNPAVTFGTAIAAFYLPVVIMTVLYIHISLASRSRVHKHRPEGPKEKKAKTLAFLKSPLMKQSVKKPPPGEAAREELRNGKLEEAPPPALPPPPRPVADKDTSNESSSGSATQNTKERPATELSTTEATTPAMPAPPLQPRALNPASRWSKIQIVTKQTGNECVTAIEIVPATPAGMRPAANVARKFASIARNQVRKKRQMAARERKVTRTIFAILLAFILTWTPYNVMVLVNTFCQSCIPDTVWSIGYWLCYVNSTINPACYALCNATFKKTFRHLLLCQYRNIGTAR
CHRM1 antagonist = human CHRM1 antagonism; P11229; inhibition, % at 3 µM; CHO-K1 hM1, Fluo-8 calcium fluorescence, ACh EC80 antagonist; 360,000 tested, 1.3% active; AID 588852;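 active = percent inhibition above its own plate's cutoff, namely the mean of that plate's compound wells plus 3 SD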;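 also: peak over basal fluorescence ratio during 140 s after agonist addition; 0% = ACh EC80 plus DMSO and 100% = DMSO alone without agonist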
Target sequence (P11229 whole entry, looked up): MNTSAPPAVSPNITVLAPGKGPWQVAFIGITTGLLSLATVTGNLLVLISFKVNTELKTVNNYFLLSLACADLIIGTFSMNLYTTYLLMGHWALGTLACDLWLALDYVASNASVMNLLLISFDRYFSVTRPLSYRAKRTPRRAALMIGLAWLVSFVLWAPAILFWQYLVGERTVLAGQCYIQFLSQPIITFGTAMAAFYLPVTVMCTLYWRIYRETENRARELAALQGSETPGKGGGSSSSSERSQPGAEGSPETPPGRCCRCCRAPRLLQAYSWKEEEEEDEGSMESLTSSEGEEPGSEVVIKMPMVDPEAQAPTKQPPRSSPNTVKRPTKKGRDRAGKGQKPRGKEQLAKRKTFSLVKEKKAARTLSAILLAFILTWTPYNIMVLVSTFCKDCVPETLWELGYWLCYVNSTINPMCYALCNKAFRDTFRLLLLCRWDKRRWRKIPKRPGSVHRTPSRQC
M1 PAM = positive allosteric modulators of human M1 muscarinic receptor | P11229 | CHO-K1 hM1, Fluo-8 calcium fluorescence, ACh EC20; 0% = ACh EC20, 100% = maximal ACh | activation, % at 3 µM | 360,000 tested, 0.088% active | AID 588819; in the data active = activation above about 19%, passing the limit was not always enough
CHRM5 antagonist = antagonists of human muscarinic M5 receptor (CHRM5); CHO-hM5 cells, Fluo-8 calcium fluorescence, ACh EC80; 360,000 tested, 0.59% active; inhibition, % at 3 µM; AID 624040;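 active = inhibition above a per-plate cutoff, the mean of that plate's test compounds plus 3 SD, cut at about 27% in these data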;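 also: 0% = acetylcholine EC80 with DMSO and 100% = DMSO without agonist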
CHRM4 agonist = CHRM4 agonism in calcium assay; P08173; CHO-K1 hM4/Gqi5, Fluo-8 calcium fluorescence; vehicle 0%, full acetylcholine response 100%; activation, % at 3 µM; 360,000 tested, 0.14% active;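 active = activation above the run mean over all test wells plus 3 SD, cut at about 32% in these data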;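 also: peak over basal fluorescence ratio per well then scaled between controls; 0% = DMSO wells and 100% = acetylcholine at EC100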
CHRM4 PAM = CHRM4 positive allosteric modulation; AID 624126; activation, % at 3 µM; CHO-K1 hM4/Gqi5, Fluo-8 calcium fluorescence, ACh EC20; 0% = ACh EC20, 100% = maximal ACh; P08173; 360,000 tested, 0.4% active;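 active = activation above its plate's cutoff, the mean activation of sample wells plus 3 SD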; also: some results filed as inactive read as strong as hits
M5 PAM = CHRM5 positive allosteric modulation. CHO-K1 hM5, Fluo-8 calcium, ACh EC20 PAM; 0% = ACh EC20, 100% = ACh EC100. P08912. 360,000 tested, 0.3% active. activation, % at 3 µM;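 active = activation above the run cutoff, the mean activation of all test compounds plus 3 SD, cut at about 18% in these data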
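Replicates: One well per compound, no replicates | System: Human M5 receptor in CHO-K1 cells | Benchmarks: Low control EC20 acetylcholine (0%), high control EC100 acetylcholine (100%) | Probe or stimulus: Acetylcholine, EC20 level | Times: Fluo-8 loading 80 min at 37 °C plus 30 min room temperature | Signal: Intracellular calcium via Fluo-8 fluorescence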
* = called active by the depositor; x = not tested or not shown. No enrichment for hits; 2.8% or so of the library scored in one or more.

SMILES	CRFBP-R2 agonist	M5 ag	CHRM4 antagonist	CHRM1 antagonist	M1 PAM	CHRM5 antagonist	CHRM4 agonist	CHRM4 PAM	M5 PAM
CN(CC(=O)O)c1ccc(S(=O)(=O)N2CCOCC2)cc1[N+](=O)[O-]	0.2	-2	5	2	-7	-6	1	-6	0
CCCn1nc(C(=O)Nc2nc3ccccc3[nH]2)c2ccccc2c1=O	-2.1	0	-4	6	-9	3	6	0	-2
Cc1sc2ccccc2[n+]1CC(=O)c1ccccc1	1.2	9	10	-8	6	1	2	1	7
COc1ccc([N+](=O)[O-])cc1NC(=O)c1cncc(Br)c1	0.4	-2	2	-4	14	-4	5	5	5
CCCCCn1c(=N)c(S(=O)(=O)c2ccc(Br)cc2)cc2c(=O)n3cccc(C)c3nc21	19	-3	0	-4	3	1	1	2	0
CCOc1ccc(NC(=O)/C(C=Nc2ccccc2)=C(\C)O)cc1	-1.7	-5	-5	-7	3	-1	2	-6	4
Fc1ccc(CN2CCSCC2)cc1Br	-0.5	-3	-9	-13	8	-6	-1	8	7
COc1ccnc(Oc2ccc(F)cc2)c1C(=O)N/C=N/OCc1ccc(F)cc1Cl	-0.6	5	-9	30	-12	10	14	-5	-16
CCOC(=O)c1ccc(NC(=O)CCN2C(=O)C3CC=CCC3C2=O)cc1 (stereo not given)	0.6	-1	-16	-9	4	11	7	5	-11
COc1cccc(CNC(=O)C2(C)CCCN2C(=O)C(C)C)c1 (stereo not given)	x	0	-4	-14	11	-5	1	6	-1
O=C(c1ccco1)N1CCN(C(=O)c2cc3sccc3n2Cc2ccccc2)CC1	-1.7	3	-7	2	0	9	3	3	-7
Cc1cc(C(F)(F)F)n2nc(-c3cnn(C)c3C(F)(F)F)c(Cl)c2n1	0.5	-3	11	-5	8	0	-1	-2	-1
COC(=O)CCc1c[nH]c2ccc([N+](=O)[O-])cc12	-1.9	-4	-8	-6	11	-1	3	4	8
CCOP(=O)(c1ccc(N(C)C)cc1)C(O)c1cccnc1 (stereo not given)	-0.1	-3	-3	-8	7	11	0	10	4
Cn1c(NC(=O)c2cc(-c3ccc4c(c3)OCO4)nc3ccccc23)cc(=O)n(C)c1=O	-1.6	-2	-4	-3	5	-1	1	-1	7
O=C(CCCO)N/N=C/c1cc(Br)ccc1O	0.3	-1	7	-12	5	4	1	2	-4
CC(=O)Nc1cccc(-n2nnc(SCC(N)=O)n2)c1	-1.0	3	-4	2	0	-6	1	-4	11
Cc1ccc(CNc2nc(N)c([N+](=O)[O-])c(Nc3ccc(F)cc3)n2)cc1	13	0	-6	-13	11	-2	0	2	-5
COc1ccccc1C(C)NC(=O)c1cc(=O)[nH]c2ccccc12 (stereo not given)	-0.5	-5	-16	13	-1	4	0	6	-2
CCC(=O)NCCc1nc2ccccc2[nH]1	-0.5	0	2	-22	5	-1	1	3	-1
O=C(O)CNS(=O)(=O)c1ccc(Br)s1	-0.3	-2	3	0	-7	-6	0	-3	-1
COc1ccc(NC(=O)Cn2c(=O)n(-c3ccccc3)c(=O)c3sccc32)c(OC)c1	-0.8	6	6	-8	3	-8	0	-9	-1
CCN(CC)C(=O)CSc1ncnc2c(-c3cccs3)nsc12	4.1	-4	-13	-11	-2	-2	2	4	-2
Cc1ccc(O)c(NC(=S)NC(=O)c2ccccc2Cl)c1	-1.6	-3	-4	1	-3	3	4	-5	-8
COc1ccc(NC(=O)COC(=O)C23CC4CC(CC(O)(C4)C2)C3)cc1Cl	-0.6	2	7	-7	8	0	5	0	-3

In the list so far, 5 have bromine.
SMILES	CRFBP-R2 agonist	M5 ag	CHRM4 antagonist	CHRM1 antagonist	M1 PAM	CHRM5 antagonist	CHRM4 agonist	CHRM4 PAM	M5 PAM
COc1ccc([N+](=O)[O-])cc1NC(=O)c1cncc(Br)c1	0.4	-2	2	-4	14	-4	5	5	5
CCCCCn1c(=N)c(S(=O)(=O)c2ccc(Br)cc2)cc2c(=O)n3cccc(C)c3nc21	19	-3	0	-4	3	1	1	2	0
Fc1ccc(CN2CCSCC2)cc1Br	-0.5	-3	-9	-13	8	-6	-1	8	7
O=C(CCCO)N/N=C/c1cc(Br)ccc1O	0.3	-1	7	-12	5	4	1	2	-4
O=C(O)CNS(=O)(=O)c1ccc(Br)s1	-0.3	-2	3	0	-7	-6	0	-3	-1

(cont.)
SMILES	CRFBP-R2 agonist	M5 ag	CHRM4 antagonist	CHRM1 antagonist	M1 PAM	CHRM5 antagonist	CHRM4 agonist	CHRM4 PAM	M5 PAM
CCOC(=O)C1CCN(C(=O)C2CCN(c3nnc(-n4cccc4)s3)CC2)CC1	0.4	-8	4	5	-4	6	1	-3	-3
COc1cc(Cl)ccc1OCc1cc(C(=O)N2CCN(C)CC2)no1	1.2	-7	-11	-2	-3	15	0	-2	-6
COc1cc2ccc(CC(N)=O)cc2cc1OC	1.8	2	1	-17	10	2	0	-4	-6
O=C(NCCc1ccccc1Cl)C1CCC(=O)N(CCCc2ccccc2)C1 (stereo not given)	-1.4	-5	-9	-4	6	15	3	5	-6
O=S1CC/C(=N\O)c2ccccc21 (stereo not given)	-0.3	2	6	-2	10	-10	2	18	7
CCC(Sc1nc2c(cnn2-c2ccccc2)c(=O)[nH]1)C(=O)OC (stereo not given)	-6.1	1	-4	-19	6	2	0	9	2
Cc1ccc(-c2nc(C(=O)NCCCN(C)C)cc3c2[nH]c2ccccc23)cc1	0.2	-6	3	-7	3	6	1	-4	0
CCN(CC(=O)Nc1ccc(NC(C)=O)cc1)CC(=O)Nc1cccc2ccccc12	-1.6	1	8	25	-8	12	2	1	0
CCC1CCCCN1CCCNC(=O)CSc1nc2nc(C)c(Cc3ccccc3)c(C)n2n1 (stereo not given)	-1.6	-8	8	25*	-28	9	2	-12	-7
Cc1cccc(NC(=O)c2ccc(N3CCOCC3)c([N+](=O)[O-])c2)n1	-0.8	4	-4	0	0	6	9	-2	-6
COc1ccc(C(=O)NCCSc2ccc(C)cc2)cc1	-0.9	-3	17	-14	13	4	-1	3	-1
CCCN1CCN(S(=O)(=O)c2ccc(-c3cc(C)no3)s2)CC1	-1.1	-2	8	6	-3	4	5	-3	-7
Cc1ccc2[nH]cc(CCNC(=O)c3ccco3)c2c1	-0.1	-4	-2	-6	9	6	3	6	-6
CN1CCN(C(=O)c2ccc(Cl)cc2)CC1	4.2	-2	-20	-3	-3	-12	1	6	-1
COc1ccc(S(=O)(=O)NCc2ccco2)c2ccccc12	-0.5	4	11	-2	5	-7	0	3	7
CCC(=O)Nc1ccc(C(=O)OCc2ccccc2)cc1	8.7	3	-7	-18	15	-2	3	-2	-3
CCCCc1nnc(NC(=O)CSc2nc(=O)cc(N)n2-c2cccc(C)c2)s1	0.1	0	-1	-16	11	4	0	15	3
CCCC(=O)C1=C(O)C(C(=O)OC)C(C)(C)CC1=NCCc1ccccc1 (stereo not given)	-3.5	-4	0	-21	21	18	-1	-3	-9
COc1ccc(-n2nc(C(=O)NCC(=O)Nc3cccc(C)n3)c3ccccc3c2=O)cc1	-1.2	-6	1	-16	12	1	3	9	-3
Cc1ccc(C(=O)COC(=O)C2CC(=O)N(c3nc(-c4ccccc4)cs3)C2)cc1 (stereo not given)	-0.5	0	-2	-7	9	-4	0	7	1
Cc1cccc(-c2noc(Cc3ccc(Cl)cc3)n2)c1	2.4	-4	-1	-24	3	-3	-2	0	2
O=C(C=Cc1ccccc1)NCCNC(=O)C=Cc1ccccc1	-1.2	3	-12	-14	4	1	5	4	-1
COc1ccc(-c2oc3ccc(-c4cc(OC)c(OC)c(OC)c4)cc3c2C#Cc2ccsc2)cc1	0.1	0	-5	6	0	12	1	-6	1
Cc1cccnc1C(c1ccc(F)cc1)N(C)C(=O)C1CCN(CCCOc2ccc(F)cc2)CC1 (stereo not given)	x	-2	-8	-4	3	3	3	0	-3
Cc1ccc(N2Cc3ccccc3C2=S)cc1	1.5	-6	-3	-4	13	4	-1	5	3
The listing continues:
SMILES	CRFBP-R2 agonist	M5 ag	CHRM4 antagonist	CHRM1 antagonist	M1 PAM	CHRM5 antagonist	CHRM4 agonist	CHRM4 PAM	M5 PAM
COc1ccc(C2C(C#N)=C(N)N(N(C)C)C3=C2C(=O)CC(C)(C)C3)cc1 (stereo not given)	-3.1	-2	-8	-1	8	8	1	6	-3
COc1cc2ncnc(NCc3ccccc3Cl)c2cc1OC	-2.1	2	1	10	-2	9	2	-7	-6
O=C(COc1ccc(Cl)cc1Cl)N(Cc1ccco1)C1CCS(=O)(=O)C1 (stereo not given)	-1.8	5	-4	-1	1	-5	6	-2	-1
Cc1cc2ncn(C3CC(=O)N(Cc4ccccc4)C3=O)c2cc1C (stereo not given)	-0.5	12	17	21	-17	16	22	-9	-22
Cc1ccc(C)c2sc(N3CCN(C(=O)c4ccc([N+](=O)[O-])o4)CC3)nc12	1.0	-1	1	0	0	1	1	4	-3
O=C(NC1CC1)c1ccccc1	-2.3	0	-15	-14	3	2	1	3	-1
CC(C)C(=O)Nc1cccc(C(=O)N2CCCCC2C)c1 (stereo not given)	1.4	1	-17	-9	-1	-15	0	6	21*
COc1ccc(CCC(=O)N2c3ccccc3N=C(c3ccc(C(F)(F)F)cc3)C2C(=O)NC(C)(C)C)cc1 (stereo not given)	x	1	-5	x	x	-7	0	-5	2
CC1CC(C)CN(S(=O)(=O)c2ccc(C(=O)N3CCCC3)cc2)C1 (stereo not given)	1.2	-2	2	-8	5	10	0	-5	-3
NC1(C(=O)O)CC1	-0.3	0	-6	-23	11	-3	1	-1	-2
O/N=C\c1cccn1-c1nccs1	-3.5	-2	-1	-1	5	8	1	1	2
Nc1nc2c(F)c(F)c(F)cc2s1	-0.8	0	2	-11	13	1	2	2	8
CSc1ncc(C(=O)Nc2cccnc2)c(C(F)(F)F)n1	1.4	-3	-2	-8	9	5	1	-3	0
CC(=O)N1c2ccc(S(=O)(=O)N3CCCC(C(=O)NC4CCCC(C)C4C)C3)cc2CC1C (stereo not given)	-0.4	-5	1	-13	9	-1	1	-1	5
Cc1ccc(S(=O)(=O)Nc2ccc3nc(N)sc3c2)cc1	-0.2	5	10	8	-7	15	10	-10	-14
O=C(COc1ccccc1Cl)NNC(=O)c1ccc(-n2cncn2)c([N+](=O)[O-])c1	0.1	3	4	-13	6	5	3	7	1
c1nc(NC2CCCC2)c2[nH]cnc2n1	-0.9	4	-7	-2	8	-2	3	4	-4
O=[N+]([O-])c1ccccc1N=Nc1ccc(O)cc1	-2.1	4	6	6	-4	14	16	-10	-18
COC(=O)c1ccc2c(=O)n(CCCN3CCCC3=O)c(=S)[nH]c2c1	-0.1	2	5	0	-1	12	1	-2	-3
Oc1ccccc1-c1cc(-c2ccc(Cl)cc2)n[nH]1	3.6	0	-5	-22	15	-2	2	4	3
O=C(Oc1ccc2c(-c3ccccc3)cc(=O)oc2c1)C1CCCCC1	1.2	-2	-11	6	-10	-3	-1	4	5
COc1cc(C(=O)Nc2ccc(N3CCCS3(=O)=O)cc2)c([N+](=O)[O-])cc1OC	0.4	1	21	8	0	8	0	-5	-10
Cc1cc(C)n(-c2ccc(NC(=O)C3CCN(Cc4cnc(C)s4)CC3)cc2)n1	-0.9	-1	2	8	0	4	1	-3	-3
COc1ccc(C2C3=C(CCCC3=O)Nc3nc(SCc4ccc(C(=O)O)cc4)nn32)cc1OC (stereo not given)	-0.2	1	1	4	-2	7	0	3	-5
O=C(Nc1ccccc1)N(Cc1ccc2c(c1)OCO2)Cc1nc2ccccc2c(=O)[nH]1	0.2	-1	3	-17	-2	4	1	-4	-6
